HER2 expr 66K = inhibitors of Her2 protein expression, primary screen, SKBR-3 cells, AlphaScreen, 66K library; actives 0.69% (n = 65,000); Receptor tyrosine-protein kinase erbB-2 (Homo sapiens), P04626; AID 645, 2007; HER2 level % of control, % at 10 µM; SKBR-3 HER2 protein level, 18-24 h; active compounds read low;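 active means HER2 level under 5% of the carrier-only control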;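 further: 100% = DMSO carrier and 0% = 500 nM PU-H71 HSP90 inhibitor; lower value means stronger loss of Her2 protein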
HTR1E agonist = 5-HT1E receptor agonists, primary screen, cell-based, HTS | AID 574, 2007 | activation, % at 6 µM | 5-hydroxytryptamine receptor 1E (Homo sapiens), P28566 | actives 0.69% (n = 65,000) | CHO 5-HT1E Ga15 NFAT-bla reporter, FRET; 0% DMSO wells, 100% control agonist wells;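 active means activation above a set limit, the screen-wide mean activation plus 3 SD, cut at about 8.5% in these data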;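 further: 100% = positive control agonist at 1 µM giving full maximal response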
HEK293 NFkB inh = inhibitors of PMA/ionomycin-induced NF-kB reporter, primary screen, antigen receptor NF-kB inhibitor project, cell-based, HEK-293 luciferase reporter, luminescence | HEK-293 NF-kB luciferase reporter | inhibition, % at 3 µM | actives 0.21% (n = 62,000) | AID 465, 2006;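 active means inhibition above the mean of all tested compounds plus 3 SD, cut at about 40% in these data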;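 further: 0% = stimulated DMSO wells and 100% = 10 µM reference inhibitor 5653914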
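Timing: 1 h pretreatment, 16 h stimulation, 37 °C; system: HEK-293 cells with stable firefly luciferase reporter driven by four HIV NF-kB elements; doses: 3 µM once, 0.30% DMSO; measured by: luciferase luminescence; control set: DMSO and 10 µM reference inhibitor; repeats: single test; reagent: PMA plus ionomycin mix as NF-kB-activating stimulus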
HTR1E antagonist = 5-HT1E receptor antagonists, primary screen, cell-based, HTS; inhibition, % at 6 µM; AID 571, 2007; actives 0.99% (n = 65,000); CHO 5-HT1E Ga15 NFAT-bla reporter, FRET, antagonist; 5-hydroxytryptamine receptor 1E (Homo sapiens), P28566;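 active means inhibition above a set limit, the mean inhibition across every tested compound plus 3 SD, cut at about 29% in these data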;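 further: signal is the 460 over 535 nm emission ratio of beta-lactamase substrate; 0% = agonist plus DMSO wells and 100% = wells without agonist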
S1P1 ag pot = S1P1 agonists and agonism potentiators, primary screen, cell-based, primary and confirmation screens, CRE-bla reporter. Sphingosine 1-phosphate receptor 1 (Homo sapiens), P21453. S1P1 CRE-bla cells, forskolin, beta-lactamase FRET, potentiator mode; S1P1 agonist co-added at EC20, 2 nM; 100% = saturating reference agonist, 0% = basal. activation, % at 9.5 µM. actives 0.57% (n = 56,000). AID 449, 2006;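 active means activation above a cutoff set at the mean activation of all tested compounds plus 3 SD, cut at about 54% in these data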;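 further: forskolin at 4 µM as EC80 and the EC20 agonist is SEW2871; 100% = SEW2871 at its EC100 plus forskolin at EC80; some compounds past the cut are filed as inactive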
Target sequence (P21453 whole entry, looked up): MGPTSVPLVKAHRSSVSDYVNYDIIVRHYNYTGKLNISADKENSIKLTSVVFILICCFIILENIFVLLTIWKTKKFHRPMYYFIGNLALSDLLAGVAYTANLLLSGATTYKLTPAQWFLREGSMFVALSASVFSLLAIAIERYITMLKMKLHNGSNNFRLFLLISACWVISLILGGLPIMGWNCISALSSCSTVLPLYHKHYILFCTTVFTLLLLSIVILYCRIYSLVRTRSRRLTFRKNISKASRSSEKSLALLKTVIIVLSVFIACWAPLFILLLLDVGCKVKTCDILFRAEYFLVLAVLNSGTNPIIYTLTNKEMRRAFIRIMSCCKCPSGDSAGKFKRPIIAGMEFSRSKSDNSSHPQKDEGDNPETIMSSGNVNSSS
Jurkat viability = cytotoxicity toward Jurkat T cells, primary screen, cytotoxicity control, cell-based, Jurkat E6.1, 60K MLSMR library | Jurkat E6.1 viability, ATP luminescence, 48 h | inhibition, % at 4 µM | actives 1.2% (n = 56,000);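 active means inhibition above the mean inhibition of all tested compounds plus 3 SD, cut at about 28% in these data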
S1P3 ag = human S1P3 receptor agonists, primary screen, cell-based, primary and confirmation, NFAT-BLA reporter; S1P3 NFAT-BLA reporter cells, agonism, FRET ratio; relative to 1 µM S1P, basal subtracted; activation, % at 4.5 µM; AID 373, 2006; actives 0.1% (n = 60,000); Sphingosine 1-phosphate receptor 3 (Homo sapiens), Q99500;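 active means activation above the screen-wide mean plus 3 SD, cut at about 4.5% in these data, passing the limit was not always enough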; further: some compounds called inactive have numbers as strong as hits
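Assay system: CHO cells stably expressing human S1P3, Gα16 and NFAT-β-lactamase reporter. Timing: overnight plating, 4 h compound 37 °C, 2 h substrate RT. Signal: β-lactamase FRET emission ratio 460/535 nm. Measure: percent activation versus median 1 µM S1P response, basal-subtracted, per plate. Repeats: primary screen single test, confirmation screen in triplicate.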
M1 antag = antagonists of rat M1 muscarinic receptor. Muscarinic acetylcholine receptor M1 (Rattus norvegicus), P08482. CHO-M1 cells, Fluo-4 calcium, ACh EC80 antagonist mode; active compounds read low. B-score at 10 µM. actives 3.4% (n = 64,000);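 active means calcium fluorescence response, raw or row-and-column corrected B-score, differing from the plate sample mean either way at a set confidence level, mostly lower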
Target sequence (P08482 whole entry, looked up): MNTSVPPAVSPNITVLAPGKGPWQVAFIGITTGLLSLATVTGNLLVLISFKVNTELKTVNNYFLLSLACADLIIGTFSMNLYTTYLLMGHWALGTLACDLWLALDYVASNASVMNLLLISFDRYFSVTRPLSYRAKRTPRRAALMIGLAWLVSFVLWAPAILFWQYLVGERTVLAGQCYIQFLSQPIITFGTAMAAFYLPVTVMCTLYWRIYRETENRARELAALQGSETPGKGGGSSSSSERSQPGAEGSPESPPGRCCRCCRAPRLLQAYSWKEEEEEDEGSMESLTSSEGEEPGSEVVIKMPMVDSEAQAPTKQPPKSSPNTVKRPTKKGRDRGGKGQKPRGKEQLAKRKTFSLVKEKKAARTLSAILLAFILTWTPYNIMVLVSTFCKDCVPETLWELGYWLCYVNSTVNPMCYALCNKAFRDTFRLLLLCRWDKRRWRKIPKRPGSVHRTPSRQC
M1 ag = M1 muscarinic receptor agonists, primary screen, CHO-M1 cells, Fluo-4 calcium, agonist mode; Muscarinic acetylcholine receptor M1; Fluo-4 calcium fluorescence; active compounds read high; B-score at 10 µM; actives 3% (n = 64,000); AID 626, 2007;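 active means fluorescence rise, raw or as B-score row- and column-corrected plate score, outside the 99.7% band of its plate's samples, either direction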
Starred values were filed as active, the others as inactive; nt = not tested or not shown. Only part of the results is shown; rates above refer to the full screens.

SMILES	HER2 expr 66K	HTR1E agonist	HEK293 NFkB inh	HTR1E antagonist	S1P1 ag pot	Jurkat viability	S1P3 ag	M1 antag	M1 ag
O=C1NC(=O)C2(Cc3ccccc3N3CCCC32)C(=O)N1Cc1ccccc1 (centres undefined)	91.8	-0.4	14.8	-5.0	12.3	2.9	0.1	0.312	0.47
CC(C)(C)c1nc(N2CCN(C(=O)c3ccco3)CC2)c2nnn(Cc3ccccc3Cl)c2n1	33.5	-0.5	15.6	-10.9	12.9	8.7	-0.3	-0.0321	4.19
CC(=C1C(=O)c2ccccc2C1=O)N1CCN(CCN=Cc2c(O)n(C)c(=O)n(C)c2=O)CC1	257.9	0.8	nt	-7.6	3.9	nt	3.2	0.301	-0.598
CCCCn1c(=O)c(C(=O)Nc2nc3ccccc3[nH]2)c(O)c2ccccc21	80.8	-1.2	13.0	-3.2	-20.2	-12.1	0.2	0.254	-0.852
Cc1cc(OC(=O)c2ccco2)c2c3c(c(=O)oc2c1)CCC3	89.2	0.2	23.0	32.5*	-7.6	0.8	-0.8	0.173	0.672
CN(C)C(=O)Nc1cccc(OC(=O)N(C)C)c1	80.3	0.2	0.4	-14.6	nt	-5.4	-0.8	0.642	-0.108
CCOC(=O)/C(CCCN(CC)CC)=N\O	69.9	-0.1	11.1	-6.2	-48.3	-3.4	-0.4	-2.94*	-0.712
COC(=O)CC1(Cc2ccccc2)C(=O)NC(=O)NC1=O	121.6	-0.3	16.6	-3.6	5.0	-4.1	-0.8	0.0183	0.0153
Cc1nnc2ccc(N3CCN(C)CC3)nn12	106.6	-0.1	7.0	-4.5	-11.3	0.9	-2.1	-0.595	0.179
CC1(O)C[C@]2(C)N(O)C3CCCC[C@@H]3N2O1 (some centres undefined)	75.2	-0.4	9.8	4.7	-9.4	5.6	-0.4	-0.64	-0.000764
O=C(CN1CCN(CCO)CC1)Nc1ccc(Cl)cc1C(=O)c1ccccc1	114.8	-0.7	nt	7.6	6.2	nt	-1.3	0.773	1.03
CCCCn1c(O)c(C(C)=Nc2c(C)n(C)n(-c3ccccc3)c2=O)c(=O)[nH]c1=O	82.7	-1.2	15.2	4.4	14.6	2.6	-0.8	-8.36*	1.44
COc1ccc(C2=NCC(=O)N(CC(=O)NCc3ccco3)c3sc4c(c32)CCCC4)cc1OC	109.8	0.6	30.1	5.2	-3.3	1.2	-0.7	-0.429	1.75
CCOC(=O)C1SC2(C(F)F)CC1(O)c1c(c(OC)c3occc3c1OC)O2 (centres undefined)	104.5	-0.2	2.5	-0.9	-34.9	-1.7	1.1	-0.758	1.49
COc1ccc(-n2c(C)nc3cc(C(=O)N4CCC5(CC4)OCCO5)ccc32)cc1	79.7	0.3	17.0	-3.0	-39.7	6.7	0.6	0.858	0.718
CCOC(=O)C1C(=O)NC23CCCC2C1c1ccccc1O3 (centres undefined)	98.8	-0.7	16.5	2.9	-3.7	9.0	-0.5	0.0492	0.0514
CC(C)C1(C)N=C(c2nc3ccccc3cc2C(=O)O)NC1=O (centres undefined)	89.2	0.8	2.5	4.6	-21.9	-5.6	-0.7	0.259	0.226
CC1=CC(=C2C(=O)NC(=O)NC2=O)C=C(C(F)(F)F)N1C(C)C	130.1	0.5	6.7	-5.9	7.6	-2.1	-0.3	nt	nt
OC1(c2cccnc2)CC2CCC(C1)N2Cc1nnnn1Cc1ccccc1 (centres undefined)	130.8	0.6	13.2	-0.5	8.4	-5.9	0.0	-0.0232	-0.174
COc1ccc(CCNC(=O)c2c(N)n(CCN3CCOCC3)c3nc4ccccc4nc23)cc1	57.3	5.3	0.3	-1.7	-40.5	2.8	2.0	-0.52	0.169
CCN1CCN(C(=O)Cc2coc3cc(C)cc(C)c23)CC1	107.3	-1.0	1.1	-4.2	-15.5	-0.3	0.9	-0.3	0.0157
C=CCn1c(O)c(C(CC)=NCc2cc(OC)cc(OC)c2)c(=O)[nH]c1=O	90.7	1.8	19.4	12.9	-14.3	7.0	0.1	0.174	2.54
c1ccc2c(c1)[nH]c1cnccc12	92.1	-0.5	nt	3.6	-7.1	nt	0.4	-0.0104	-0.13
NCC1(c2ccc3c(c2)OCCO3)CCCC1	111.5	-0.4	nt	-1.7	1.5	nt	-2.5	-0.254	-0.247
Cn1c(=O)cc(SCC(=O)N2CCC3(CC2)OCCO3)c2ccccc21	96.5	0.1	19.7	-14.7	-5.6	-6.5	0.7	-0.578	0.396
CC(=NCC1CCCO1)c1c(O)n(-c2ccccc2)c(=O)[nH]c1=O (centres undefined)	-16.3*	-0.8	8.2	-3.5	2.0	0.1	-1.1	0.376	-0.0511
CC(=O)CC(C)(C)n1c[n+](C)nn1	92.9	-0.3	nt	1.5	-0.7	nt	-2.9	-0.162	0.0952
Nc1ccnn1C1CCNCC1	126.0	-0.8	3.3	2.6	-3.0	6.9	-0.4	0.0499	-1.61
O=C(O)c1cc2ccccc2oc1=O	95.8	1.2	4.0	-7.6	-9.7	4.4	-0.1	-0.337	-1.13
COC(=O)N(c1ccc(OC)cc1)P1(=S)OCCC(C)O1 (centres undefined)	110.5	-0.1	12.4	5.0	-6.9	1.1	-0.2	0.542	-0.282
O=C(Cn1cnc2ccccc2c1=O)NCC(=O)N1CCC2(CC1)OCCO2	107.4	-0.8	7.5	1.1	-28.0	7.0	0.1	0.156	0.0254
CCC1(c2ccccc2)C(=O)N(COC)C(=O)N(COC)C1=O	66.2	0.6	2.8	0.4	-9.9	-0.4	-1.3	0.778	-0.265
NS(=O)(=O)c1ccc(N=Cc2c(O)n(C3CCCCC3)c(=O)n(C3CCCCC3)c2=O)cc1	11.8	0.6	8.8	-13.9	-49.1	0.6	-1.9	1.04	0.398
Cc1oc2ccc(OC(=O)N(C)C)cc2c1C(=O)OC(C)C	131.2	-0.1	23.3	2.5	-10.5	4.8	-1.8	-0.48	-1.89
CCN1CCN(Cc2ccc(OC(F)(F)F)cc2)CC1	118.7	-0.5	11.3	2.9	nt	10.9	-0.3	0.0201	0.573
CCOc1ccc(-n2c(O)c(C=Nc3ccc(N(CC)CC)cc3)c(=O)[nH]c2=O)cc1	111.5	1.4	nt	4.7	1.8	nt	0.1	0.435	-0.0601
CC(C)Oc1ccc(Cc2c(O)[nH]c(=O)[nH]c2=O)cc1	86.9	-0.2	-7.5	4.7	11.1	2.5	-0.5	-1.55	0.436
Cc1ccc(CN2CCN(C)CC2)c(C)c1	109.2	9.8*	1.2	-1.1	-4.5	-1.2	-0.8	0.0735	0.603
CC(=O)Nc1cc(C(=O)N2CCC3(CC2)OCCO3)ccc1S(=O)(=O)c1ccc(C)cc1	91.5	-1.7	13.1	4.2	-4.2	-5.0	-0.9	-0.57	-0.00968
O=C(Cn1ncc2ccsc2c1=O)N1CCC2(CC1)OCCO2	114.7	0.0	17.7	-8.6	3.8	-0.2	0.0	-1.83	0.167
Cc1cc(OCC(=O)OC(C)(C)C)c2c3c(c(=O)oc2c1)CCC3	96.2	0.4	12.3	-7.1	-4.4	0.8	-0.1	-0.132	-0.232
CCOc1ccc(-n2c(O)c(C=NCCN3CCNCC3)c(=O)[nH]c2=O)cc1	98.3	-0.3	nt	-5.5	0.2	nt	-2.5	-0.0321	0.554
C=CCC1(CN2CCCCCC2=O)C(=O)NC(=O)NC1=O	99.8	0.5	nt	-5.2	14.5	nt	-2.2	-0.477	-0.642
O=C(Cc1ccccc1)N1CCN(Cc2ccccn2)CC1	112.9	-0.2	-7.2	2.9	-17.2	-3.9	-0.3	0.0993	0.674
O=C1NC(=O)C2(Cc3ccccc3N3CCCC32)C(=O)N1c1ccccc1 (centres undefined)	114.0	0.2	21.1	-2.9	3.3	-8.0	-0.1	0.358	-0.304
Cc1cc(OCc2nn[nH]n2)c2c3c(c(=O)oc2c1)CCC3	106.4	0.7	18.4	-2.2	11.0	0.1	-0.4	-0.512	0.0544
CCCCCCn1c(O)c(C(C)=NC)c(=O)[nH]c1=O	79.3	0.6	nt	0.9	12.8	nt	-1.2	0.854	0.116
O=C(NC[P+](=O)O)OCc1ccccc1	148.8	0.8	1.8	-1.7	-18.2	-1.2	1.0	-0.195	-0.295
CCC(=NCc1ccco1)c1c(O)n(-c2ccc(OC)cc2)c(=O)[nH]c1=O	120.1	0.2	4.3	4.3	-0.4	-4.2	-1.3	-0.00291	-0.628
O=C(O)C1CN2CCC1CC2 (centres undefined)	87.1	0.2	12.3	-7.3	nt	-0.7	-0.4	-0.158	12.6*
C=CCn1c(O)c(C(CC)=Nc2cc(OC)ccc2OC)c(=O)[nH]c1=O	70.6	0.6	22.0	-6.5	-5.7	-11.6	0.3	0.26	2.33
Cc1ccc2c(c1)CC1(CN2C)C(=O)NC(=O)N(c2ccccc2C)C1=O (centres undefined)	165.7	-0.4	2.5	0.3	29.8	-0.3	-0.1	-1.03	-0.0158
COCCCn1c(N)c(C(=O)NCCC(C)C)c2nc3ccccc3nc21	37.3	11.9*	-2.5	-20.7	-112.2	0.3	10.2*	-0.253	-0.167
CCCCn1c(O)c(C=NCCN2CCCCC2)c(=O)[nH]c1=O	124.5	-0.9	nt	1.2	-8.0	nt	-2.6	-0.627	-0.0763
COCCn1cc(C(=O)N2CCC3(CC2)OCCO3)c2c3ccccc3n(C)c2c1=O	83.8	-0.5	11.9	-8.5	-3.6	-2.5	0.2	-0.235	-1.02
CC(C)CC12CN3CCN(CC(C3)/C1=N/O)C2	83.4	-0.2	5.3	-8.4	-3.8	0.0	-1.5	1.18	-0.0286
O=C(CCN1C(=O)COc2ccccc21)N1CCC2(CC1)OCCO2	126.0	-1.1	0.2	0.5	-40.4	0.6	7.9	-1.67	0.731
COc1ccc(CC2C(=O)NC(=O)N(c3ccccc3)C2=O)c(OC)c1 (centres undefined)	90.3	0.0	7.6	-1.0	nt	-4.5	-0.1	0.357	1.39
NC(=O)CN1C2CCC1CC(NC(=O)C1CC1)C2 (centres undefined)	89.0	-0.5	25.0	-4.8	5.4	-5.8	0.2	0.149	-0.0194

From PubChem BioAssay
